Screening data: PubChem BioAssay, several laboratories
DNMT1 inh – blocks human DNA methyltransferase DNMT1 | DNMT1 molecular beacon, Hinp1I cleavage, fluorescence | inhibition (reported as % activation of signal), % at 10 µM | 360,000 compounds, 0.83% hits | AID 588458; in the data active = inhibition above about 50%
Neddyl block – cullin neddylation inhibition. P61081+Q13564. TR-FRET cullin neddylation, biochemical. calls only at 25 µM. 360,000 compounds, 0.58% hits; in the data active = inhibition above about 36%
Rpn11 block – blocks the human proteasome subunit Rpn11; O00487; human 26S proteasome, Ub4-pepOG fluorescence polarization; 20S core pre-blocked with epoxomicin; calls only at 20 µM; 360,000 compounds, 0.59% hits;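 active = inhibition at 20 µM, scaled to each plate's controls, above about 33%, limit read from the data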
Target sequence (O00487 whole entry, looked up): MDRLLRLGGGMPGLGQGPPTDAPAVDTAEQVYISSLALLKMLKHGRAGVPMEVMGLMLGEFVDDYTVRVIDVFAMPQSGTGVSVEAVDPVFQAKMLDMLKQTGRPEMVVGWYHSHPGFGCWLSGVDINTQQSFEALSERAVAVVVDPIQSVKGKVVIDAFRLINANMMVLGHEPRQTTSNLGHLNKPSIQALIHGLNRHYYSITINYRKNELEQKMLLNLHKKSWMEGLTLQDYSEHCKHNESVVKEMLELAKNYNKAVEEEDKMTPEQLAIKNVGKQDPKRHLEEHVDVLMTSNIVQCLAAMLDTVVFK
SUMO1 PPI mod – modulators of human SUMO1-mediated protein-protein interactions | P63165 | SUMO1 binding to a labelled peptide, TR-FRET, 1 h | inhibition, % at 20 µM | 360,000 compounds, 0.33% hits | AID 602429; in the data active = inhibition above about 37%
Target sequence (P63165 whole entry, looked up): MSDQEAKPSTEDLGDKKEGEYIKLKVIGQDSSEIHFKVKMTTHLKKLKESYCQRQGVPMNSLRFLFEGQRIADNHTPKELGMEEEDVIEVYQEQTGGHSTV
CSN deneddyl inh – blocks human CSN-mediated cullin deneddylation; Q92905; inhibition, % at 12.5 µM; 360,000 compounds, 0.38% hits; Purified CSN, SCF-Nedd8-OG deneddylation, fluorescence polarization;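 active = pattern-corrected inhibition above about 35%, with an unprinted fluorescence ratio check between 0.5 and 1.5, limit read from the data, passing the limit was not always enough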;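 also: 0% = enzyme with substrate and 100% = substrate without enzyme; some results filed as inactive read as strong as hits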
Target sequence (Q92905 whole entry, looked up, one chain of several): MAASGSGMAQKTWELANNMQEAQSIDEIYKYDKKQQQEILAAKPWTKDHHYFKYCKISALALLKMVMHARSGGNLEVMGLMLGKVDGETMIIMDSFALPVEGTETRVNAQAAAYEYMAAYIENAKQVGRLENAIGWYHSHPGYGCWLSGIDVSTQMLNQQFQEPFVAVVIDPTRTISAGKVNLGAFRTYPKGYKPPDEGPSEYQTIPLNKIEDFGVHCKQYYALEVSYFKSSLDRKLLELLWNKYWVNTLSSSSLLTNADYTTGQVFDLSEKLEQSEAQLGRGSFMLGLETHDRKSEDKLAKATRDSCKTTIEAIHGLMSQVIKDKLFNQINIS
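Assay system: Purified human Csn5 enzyme expressed in HEK293T cells | Amount: Enzyme 0.24 nM | Measured by: Fluorescence polarization readout | Medium: Tris/NaCl/DTT buffer, pH 7.5 | Compound dosing: One concentration, 12.5 µM, 0.25% DMSO | Times: 90 min incubation of compound, enzyme and substrate at room temperature | Control set: no-enzyme wells high, enzyme-with-substrate wells low | Read-out: % inhibition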
Scp1 inh – Scp-1 (human) phosphatase inhibition. Q9GZU7. Recombinant Scp1, phosphopeptide, malachite green phosphate absorbance. inhibition, % at 20 µM. 340,000 compounds, 0.88% hits. AID 493091;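 active = inhibition above about 50% at 20 µM, limit read from the data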;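 also: plate controls were DMSO wells with enzyme for no effect and wells lacking enzyme for full effect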
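Assay system: SCP-1 catalytic fragment, aa 76-261 | Buffer or medium: Tris acetate buffer pH 5.5 with MgCl2 and Tween-20 | Compound: One concentration, 20 µM, with 1.0% DMSO | Also added: Phospho 17-mer peptide substrate | Signal: Absorbance at 630 nm | Incubation: 45 min enzyme reaction at room temperature | Measure: % inhibition of SCP-1 phosphate liberation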
NadD block – blocks S. aureus nicotinate mononucleotide adenylyltransferase; 360,000 compounds, 0.78% hits; AID 602399; purified NadD enzyme, colorimetric absorbance read-out; inhibition, % at 20 µM; in the data active = inhibition above about 26%; also: some compounds past the cut are filed as inactive
Rin1 Abl inh – human Rin1-Abl interaction inhibition. 360,000 compounds, 0.4% hits. TR-FRET Rin1/Abl binding, biochemical. P00519+Q13671. inhibition, % at 7.35 µM; in the data active = inhibition above about 5%, passing the limit was not always enough
LMPTP block – LMPTP (human) inhibition. P24666. recombinant LMPTP-A, OMFP fluorogenic substrate, fluorescence intensity. inhibition, % at 20 µM. 360,000 compounds, 0.22% hits. AID 651560;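 active = compounds that cut the enzyme signal by at least half of the control window in the single-dose screen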;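 also: plate controls were DMSO wells with enzyme plus substrate for no effect and substrate without enzyme for full effect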
Target sequence (P24666 whole entry, looked up): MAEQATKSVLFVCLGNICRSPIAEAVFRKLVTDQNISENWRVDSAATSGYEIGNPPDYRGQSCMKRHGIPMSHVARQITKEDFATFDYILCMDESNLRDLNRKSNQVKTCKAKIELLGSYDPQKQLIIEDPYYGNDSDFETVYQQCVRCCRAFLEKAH
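Test system: LMPTP-A phosphatase enzyme. Amount: LMPTP-A at 0.625 nM final in the reaction. Reagent: OMFP substrate, 400 µM final. Times: 50 min at room temperature. Signal: endpoint fluorescence intensity from OMFP dephosphorylation. Read-out basis: % inhibition. Benchmarks: no-enzyme and uninhibited controls.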
STEP block – blocks human striatal-enriched tyrosine phosphatase; P54829; recombinant STEP, OMFP fluorogenic substrate, fluorescence; inhibition, % at 20 µM; 360,000 compounds, 0.25% hits;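 active = inhibition at 20 µM, scaled per plate between control wells, above about 37%, limit read from the data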;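 also: 0% = DMSO with enzyme and substrate and 100% = substrate only without enzyme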
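System: STEP (striatal-enriched tyrosine phosphatase) enzyme, cell-free; medium: Bis-Tris pH 6.0 buffer with DTT, detergent; dosing: 20 µM, 1% DMSO; times: reaction 20 min, ambient temperature; detection: fluorescence, 480/540 nm; read-out basis: normalized % inhibition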
Numbers without * were called inactive; i = inactive; . = not tested or not shown.

smiles | DNMT1 inh | Neddyl block | Rpn11 block | SUMO1 PPI mod | CSN deneddyl inh | Scp1 inh | NadD block | Rin1 Abl inh | LMPTP block | STEP block
COc1ccc(C(=O)OCC(=O)NCCc2ccc(F)cc2)cc1S(=O)(=O)N1CCOCC1 | 1 | i | i | 1 | -6 | -5 | 1 | 0 | -1.1 | 2
Cc1ccc(S(=O)(=O)N2CCN(C(=O)Cc3ccccc3)CC2)cc1C | 8 | i | i | 2 | -5 | -1 | 3 | 2 | -0.8 | -1
O=C(Nc1ccc(N2CCCCC2)cc1)c1cc([N+](=O)[O-])cc([N+](=O)[O-])c1 | 18 | i | i | -14 | 4 | -4 | 5 | 0 | -0.2 | -1
CC(C)(C)NC(=O)CCN1CCOCC1 | 1 | i | i | -5 | 2 | 6 | 2 | 6 | -0.1 | -4
CN(Cc1ccccc1)C(=O)c1ccc(NC(=O)Cc2ccc(NC(=O)C3CCN(C(=O)CCc4ccccc4)CC3)cc2)cc1 | -12 | i | i | -1 | 1 | 7 | 8 | -5 | -0.1 | -1
CCCN1CNC(=S)N(CC2CCCO2)C1 (stereo not given) | 3 | i | i | 5 | 0 | -4 | -5 | 0 | -1.3 | -2
COc1ccc([C@H](NC(=O)OC(C)(C)C)C(=O)OC(C)(C)C)cc1 | 5 | i | i | 1 | -3 | -3 | -3 | 1 | -0.8 | -2
COC1(OC)C(=N/O)/C(=N\O)CCC1O (stereo not given) | -3 | i | i | -4 | 1 | -8 | 3 | 2 | -0.1 | -1
C/C(=N\NC(=S)Nc1ccc(F)cc1)C1CC1 | -5 | i | i | -2 | -2 | -3 | 4 | -7 | -1.5 | -3
N#CCCN(Cc1cccnc1)C(=O)Nc1cccc(Cl)c1 | 5 | i | i | 5 | 4 | -10 | 3 | -1 | -1.5 | -2
CC1CCC(NC(=O)CCS(=O)(=O)c2ccc3c(c2)oc(=O)n3C)CC1 (stereo not given) | 2 | i | i | 1 | -6 | -6 | -5 | -1 | 0.4 | -2
CCCCOc1ccc(C(=O)NCC(=O)N2CC(C)CC(C)C2)cc1 (stereo not given) | 0 | i | i | -12 | -2 | -10 | 1 | -2 | -8.8 | 0
COCCNC(=O)C(c1cccs1)N(C(=O)Cn1nnc2ccccc21)c1ccc2c(c1)OCO2 (stereo not given) | 11 | i | i | -3 | -4 | -1 | -5 | 0 | 0.1 | -1
COc1cccc(CN2CCN(c3ccc(F)cc3)C2=O)c1 | -1 | i | i | -1 | -11 | -12 | -11 | 0 | -0.9 | -2
O=C(O)CCSc1ncnc2sc(-c3ccccc3)cc12 | -2 | i | i | -19 | 7 | -20 | 0 | 0 | 0.4 | 4

Molecules listed so far with a thiophene ring, fused or not, in the order listed:
smiles | DNMT1 inh | Neddyl block | Rpn11 block | SUMO1 PPI mod | CSN deneddyl inh | Scp1 inh | NadD block | Rin1 Abl inh | LMPTP block | STEP block
COCCNC(=O)C(c1cccs1)N(C(=O)Cn1nnc2ccccc21)c1ccc2c(c1)OCO2 (stereo not given) | 11 | i | i | -3 | -4 | -1 | -5 | 0 | 0.1 | -1
O=C(O)CCSc1ncnc2sc(-c3ccccc3)cc12 | -2 | i | i | -19 | 7 | -20 | 0 | 0 | 0.4 | 4

Other records.
smiles | DNMT1 inh | Neddyl block | Rpn11 block | SUMO1 PPI mod | CSN deneddyl inh | Scp1 inh | NadD block | Rin1 Abl inh | LMPTP block | STEP block
Cc1cc(C(=O)CCC(=O)N(C)CC(=O)Nc2ccccc2Br)c(C)s1 | -12 | i | i | 7 | 54* | -1 | -7 | 0 | 0.1 | 9
COc1cccc(CNCc2ccc3c(c2)OCO3)c1 | 0 | i | i | 0 | -2 | -10 | -5 | 0 | -0.8 | -2
O=[N+]([O-])c1ccc(-c2cn3c(n2)CCC3)cc1 | 5 | i | i | -29 | 2 | 3 | -3 | 2 | 0.9 | -6
Cc1ccccc1CN1CCN(CC(=O)NCc2ccccn2)C1=O | 2 | i | i | 1 | -6 | -10 | -1 | -2 | -1.4 | 9
CCN1C(=O)N(CN2CCOCC2)C2C1N(CN1CCOCC1)C(=O)N2CC (stereo not given) | 3 | i | i | 2 | -1 | 7 | 0 | -2 | -2.8 | -10
COc1cc(Br)cc(CN2CCN(C/C=C/c3ccccc3)CC2)c1O | -6 | i | i | 1 | -1 | -4 | 3 | 1 | -0.9 | -4
CCOC(=O)C1(Cc2ccc(OC)cc2)CCN(C(=O)c2ccc3[nH]ccc3c2)CC1 | 15 | i | i | 2 | 3 | 0 | 0 | 1 | 1.3 | -1
Cc1nc(NS(=O)(=O)c2ccccc2)sc1NC(=O)Nc1ccc(Cl)cc1 | -5 | i | i | 14 | 2 | -11 | 6 | -1 | 1.6 | 1
Cn1c(Oc2ccc(F)cc2F)c(C=O)c2ccccc21 | -4 | i | i | 2 | 3 | -2 | -2 | 0 | 0.8 | 3
C=CCN1C(=O)C(CC(=O)NCC)SC1=Nc1cc(Cl)ccc1Cl (stereo not given) | 26 | i | i | 2 | -1 | -2 | 0 | 0 | -0.4 | -1
COc1ccc(/C=C2\SC(=S)N(CCC(=O)N3CCCCC3CCO)C2=O)cc1 (stereo not given) | -4 | i | i | -22 | 2 | -5 | -7 | 1 | 1.7 | 1
Cc1ccc(C)c(NC(=O)C(Sc2nc3ccccc3c(=O)n2CC(C)C)c2ccccc2)c1 (stereo not given) | 46 | i | i | -2 | 2 | -11 | 3 | 0 | 0.9 | 2
Cc1ccc(NC(=O)c2ccc(NC(=O)C3CCCCC3C(=O)O)cc2)cc1 (stereo not given) | 4 | i | i | 5 | 0 | -6 | 4 | -2 | 0.4 | 1
COc1cccc(NC(=O)CN(C)C(=O)Cc2ccc(Cl)cc2Cl)c1 | -2 | i | i | 2 | 6 | -7 | -3 | -2 | 1.0 | -1
O=C(c1ccccc1)N(Cc1nc2ccccc2c(=O)[nH]1)C1CCCCC1 | 1 | i | i | 4 | -9 | 11 | -5 | 4 | 1.6 | 1
Cc1cc(N2CCCCC2)nc(N2CCCCC2)n1 | 1 | i | i | -1 | 3 | -4 | 0 | 4 | -1.2 | 1
C(#Cc1ccccc1)C[N+]1(CC#Cc2ccccc2)CCCCC1 | -2 | i | i | -1 | -8 | -3 | -2 | 0 | 0.5 | 0
CCOc1ccc(NC(=O)CN(C)C(=O)CSCc2ccc(C)cc2)cc1OCC | 0 | i | i | 13 | -2 | 0 | -3 | 1 | 1.5 | 1
COC(=O)c1ccc(/C=N/NC(=O)C(=O)NCC2CCCO2)cc1 (stereo not given) | 0 | i | i | -16 | -2 | -11 | 6 | -1 | -1.9 | -2
COc1cccc(-n2nnnc2SCC(=O)NC2CCCC2)c1 | 0 | i | i | -2 | 2 | -1 | -8 | 4 | 0.2 | 2
COc1cc(NC(=O)c2cc(C)on2)cc(OC)c1OC | 0 | i | i | 1 | -4 | -3 | 0 | 1 | -0.6 | -1
COc1ccc(NC(=O)CSc2nccn2Cc2ccccc2)c(OC)c1 | 1 | i | i | 0 | -3 | -5 | -9 | -2 | 2.3 | 0
O=c1[nH]c(CN2CCc3ccccc32)nc2scc(-c3cccs3)c12 | -9 | i | i | 1 | 11 | -5 | 42* | -1 | 1.8 | -1
CCCOc1nc(C)cc(COC)c1C(N)=O | 1 | i | i | 0 | -7 | -2 | 0 | -2 | 0.0 | -2
CCN(CC)CCCNC(=O)Cc1c(C(=O)O)n(C)c2ccccc12 | -1 | i | i | 1 | -1 | 0 | 0 | 0 | -3.2 | -2
CCC(C)C(NC(=O)C1CCC(C)CC1)C(=O)NCCCN1CCCCC1CC (stereo not given) | -6 | i | i | -5 | 0 | -3 | -3 | 0 | -2.2 | 0
COc1ccc(-c2cc(C(N)=O)nc(N3CCCCCC3)n2)cc1 | 8 | . | i | 0 | -1 | 6 | -2 | 1 | -0.3 | 0
O=C(NCCc1ccccc1)c1cccs1 | 1 | i | i | 5 | 0 | -6 | 0 | -2 | -0.7 | 3
CCc1ccc(/C=C2\Oc3ccc(C(=O)OC)cc3C2=O)cc1 | 0 | i | i | -11 | -4 | -6 | 0 | 4 | -0.8 | 2
Cc1cccc(NC(=O)NC(=S)NC(=O)c2ccccc2)c1 | -7 | i | i | 2 | -11 | -16 | 3 | 1 | 1.7 | 6
CC1Cc2nc(SCC(=O)N3CCN(c4ccccc4)CC3)n(C)c(=O)c2S1 (stereo not given) | 0 | i | i | -2 | 10 | -1 | 0 | 1 | -0.4 | 2
CCCn1nnc(NC(=O)C(C)C)n1 | -1 | i | i | 1 | -5 | -19 | -1 | -1 | -1.2 | -1
CCN(CC)C(=S)NC(=O)c1ccc(F)cc1 | 7 | i | i | -2 | -9 | -1 | -2 | 2 | 1.2 | -2
CSc1ccccc1C(=O)N(C)Cc1ccccc1 | 1 | i | i | 4 | 2 | -8 | 2 | 2 | 0.5 | 0
O=C1C=C(c2ccc(CO)cc2)C[C@@H](c2ccc3c(c2)OCO3)C1 | 34 | i | i | -23 | 0 | 0 | -6 | -1 | -0.1 | 2
CCOc1ccc(N(CC(=O)NC2CCCC2)S(=O)(=O)c2c(C)[nH]c(=O)[nH]c2=O)cc1 | 1 | i | i | 4 | -3 | -13 | -1 | 2 | -0.3 | 3
CC1(C)Cc2c(cnn2-c2cccc(F)c2)C(NC(=O)C2CCOCC2)C1 (stereo not given) | 3 | i | i | 2 | 2 | -5 | 0 | -3 | -1.0 | -2
Cc1cc(Cl)c(C(=O)Nc2cccc(C(F)(F)F)c2)c(C)n1 | -1 | i | i | 0 | -1 | 0 | 2 | 0 | -0.7 | -2
Cc1ccc2c(c1)N(C(=O)CCC(=O)NC1CCC(C)CC1)CCO2 (stereo not given) | 2 | i | i | -3 | 5 | -11 | 2 | 0 | 0.6 | -1
CCc1ccccc1NC(=O)CSc1nnc(-c2ccncc2)o1 | -1 | i | i | 1 | -2 | -2 | -5 | -4 | -0.6 | -4
Cc1[nH]c2ccccc2c(=O)c1CN1CCCCCC1 | 0 | i | i | -11 | 0 | -2 | -2 | -3 | 14 | -1
O=C(Nc1ccc2c(c1)OCCO2)C1c2ccccc2OCC(=O)N1CCc1ccccc1 (stereo not given) | . | i | . | 2 | 0 | . | -11 | . | -0.3 | .
COc1ccc(CNS(=O)(=O)c2cc(CN3C(=O)c4cccnc4C3=O)ccc2OC)cc1 | 0 | i | i | -28 | 1 | 0 | -8 | 0 | -0.8 | -1
O=c1c2c3c(sc2nc2n1CCCC2)CCC3 | 6 | i | i | 2 | -3 | 19 | 1 | 1 | -1.1 | -2
